AID inh: Primary qHTS assay for inhibitors of Activation Induced Cytidine Deaminase (AID): AID signal; Single-stranded DNA cytosine deaminase (Homo sapiens), Q9GZX7; AID deamination FRET fluorescence, UDG-coupled, 4 h; actives 0.32% (n = 91,000); Potency, µM (doses to about 115 µM), without a hit: at the top dose activity change, negative = inhibition, hits mostly inhibitors; note: nearly all actives have a fitted effect of over 25% in size
Target sequence (Q9GZX7 whole entry, looked up): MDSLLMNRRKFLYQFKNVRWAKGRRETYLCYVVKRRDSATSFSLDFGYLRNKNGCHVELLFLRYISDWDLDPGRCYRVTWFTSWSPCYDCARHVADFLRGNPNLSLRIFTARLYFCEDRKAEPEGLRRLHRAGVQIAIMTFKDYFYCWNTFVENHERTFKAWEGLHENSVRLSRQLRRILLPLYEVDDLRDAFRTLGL
UDG counterscr: Primary qHTS assay for inhibitors of Activation Induced Cytidine Deaminase (AID): UDG Counterscreen signal | Uracil-DNA glycosylase | FRET deamination/UDG coupled assay, UDG read, 4 h | Potency, µM (series often up to 115 µM), for inactives: at the top dose activity change, negative = inhibition, hits mostly inhibitors | actives 0.14% (n = 91,000) | AID 1347430, 2020; note: nearly all actives have a fitted effect of over 65% in size
* hit, by the source's call; ? = inconclusive; [ ] = another dose, or the depositor's remark. Calls come from the whole dose curve; as a rule, active = well fitted curve in the direction sought with a large enough effect; inconclusive = small, poorly fitted or top-dose-only effect, or another doubt; inactive = no such curve, though single readings can be large; an effect the other way counts as inactive or inconclusive. % is set by controls: 0 for no effect and ±100 for the full control effect; potency is the fitted concentration of half-maximal effect. Some of the compounds tested; rates above refer to the full screens.

canonical_smiles,AID inh,UDG counterscr
CCOc1ccc(C2C(=O)N(C3CCCCCC3)CC(=O)N2CCC2=CCCCC2)cc1OC (stereo not drawn),-22%,-10%[57.5 µM]
Cc1ccc(C(=O)O)c(OCC(=O)NCc2ccco2)c1,7%,-5%
CC1CCCN(c2cc3c(cc2F)c(=O)c(S(=O)(=O)c2cccc(Cl)c2)cn3Cc2ccccc2)C1 (stereo not drawn),1%,-14%
COc1ccc2oc(=O)c(-c3cn4cccc(C)c4n3)cc2c1,-6%,-7%
COc1ccc(-n2nc3ccc(NC(=O)c4ccc(-c5cc(Cl)ccc5Cl)o4)cc3n2)cc1,134%[activator],-2%
Nc1cccc2cccc(S(=O)(=O)O)c12,56%[activator],-20%
Cc1ccc(CCNC(=O)CCSCc2ccc(Cl)cc2)cc1,1%,-3%
Cc1ccc(CNS(=O)(=O)c2c(C)nc3sc(C)cn3c2=O)cc1,0%,-20%

canonical_smiles,AID inh,UDG counterscr
Cc1cccc2sc(N(CCCN(C)C)C(=O)c3ccc(Cl)s3)nc12,-24%,-24%[57.5 µM]
CCCSc1oc(-c2ccco2)nc1S(=O)(=O)c1ccc(Br)cc1,2%,-5%
N#Cc1ccccc1-c1ccc(COC(=O)c2ccco2)cc1,-7%,0%
Cc1ccc(O)c(N=Nc2ccccc2)n1,-5%,1%
COc1ccc(C)cc1NC(=O)c1cc(S(=O)(=O)N2CCc3ccccc32)cn1C,4%,4%
O=C(NC1CCN(S(=O)(=O)c2ccccc2Cl)CC1)C1CCCCC1,-3%,-7%
Cn1c(N2CCCCC2)nc2c1c(=O)n(Cc1ccccc1F)c(=O)n2C,-7%,-1%
O=C(c1cccn1-c1nnc(N2CCCC2)s1)N1CCN(c2ccccc2)CC1,4%,?

canonical_smiles,AID inh,UDG counterscr
CCOc1ccc(-c2noc(CSc3nnc(Cc4ccccc4)n3-c3cccc(C)c3)n2)cc1,?,-23%
N#Cc1cccc(COC(=O)c2ccccn2)c1,0%,5%
O=C(NCc1ccc2c(c1)CCN2C(=O)c1ccc(F)cc1)c1c(F)cccc1F,8%,-16%
COc1ccc(NC(=O)CCc2c(C)c3ccc(O)c(C)c3oc2=O)c(OC)c1,-2%,2%
O=C(Cc1ccccc1)Nc1sc2c(c1C(=O)Nc1ccccc1Cl)CCCC2,-7%,-7%
CCCOc1ccc(NC(=O)c2ccccc2Cl)c2cccnc12,-1%,-4%
Cc1cccc2c(=O)cc(CSCC(=O)Nc3ccc(Cl)cc3)[nH]c12,3%,-13%[57.5 µM]
NC(=O)c1c(NC(=O)c2noc3c2CCCC3)sc2c1CCCC2,1%,3%

canonical_smiles,AID inh,UDG counterscr
CCCOc1ccc(C(=O)OC(C)C(N)=O)cc1OCC (stereo not drawn),-13%,-11%
CCc1ccc(S(=O)(=O)c2nnn3c2nc(N2CCCC2)c2sccc23)cc1,4%,27%
CN(c1ccc(F)cc1)S(=O)(=O)N1CCCC(C(=O)NCc2cccc(Br)c2)C1 (stereo not drawn),?,-18%
CN(Cc1cccc(Cl)c1)C(=O)C1CCN(c2ccc(C(F)(F)F)cn2)CC1,-8%,-8%
N#Cc1c(N)n[nH]c1CCCCCNc1ncnc2c1cnn2-c1ccccc1,-1%,12%
Clc1cccc(N2CCN(c3nc4ccccc4n4cnnc34)CC2)c1,13%,?
O=S(=O)(NCc1ccccc1)c1ccccc1,0%,4%
COc1ccc(CNC(=O)CN2C(=O)CC(c3ccc(C)c(C)c3)=Nc3ccccc32)cc1,-18%,-6%

canonical_smiles,AID inh,UDG counterscr
CCN(CC)CCCNc1ncnc2c1cnn2-c1ccc(C)c(C)c1,-25%,?
O=C1/C(=C/c2cccc(F)c2)CSc2ccc(F)cc21,?,1%
O=C(NCC#Cc1cccc(C(F)(F)F)c1)C1CCCN(C(=O)c2ccc(Cl)cc2)C1 (stereo not drawn),-7%,0%
CCc1ccc(NC(=O)Cc2c(C)c3ccc(OC)c(OC)c3oc2=O)cc1,-6%,-3%
Cc1ccccc1NC(=O)CSc1nc2c(oc3ccccc32)c(=O)n1-c1ccccc1F,-18%,-17%
COc1ccc(S(=O)(=O)Nc2cc3c(cc2N2CCOCC2)n(C)c(=O)n3C)cc1,42%[activator],?
Cc1cccc(NC(=O)c2sc3nc4c(cc3c2N)CCCCCC4)c1C,-5%,-10%
COc1ccc(NC(=O)CN2CCN(c3nc(-c4ccco4)c4c(c3C#N)CCC4)CC2)cc1,-8%,-6%

canonical_smiles,AID inh,UDG counterscr
Cc1cc(C)c(NC(=O)CSC2CCCC2)c(Cl)c1,-7%,-5%
CC(C)CCNC(=O)COC(=O)c1cc(-c2ccco2)nc2ccccc12,-7%,-3%
COc1cc(OC)c(C2=CCN(S(=O)(=O)N3CCCCC3C)CC2)c(OC)c1 (stereo not drawn),-7%,2%
Cn1c(=O)c2c(ncn2CC(=O)NC(=O)NC2CCCC2)n(C)c1=O,-2%,3%
OCCN(CCO)c1ncnc2c1cnn2-c1ccc(F)cc1,25%,14%
COc1ccc(Cn2c(CO)cnc2SCc2ccccc2)cc1,11%,6%
CC1Cc2ccccc2N1C(=O)CSc1ncc(C(F)(F)F)cc1Cl (stereo not drawn),-7%,-2%
CCn1nc(C(=O)Nc2ccc(C)c(S(=O)(=O)N(C)C)c2)c2ccccc2c1=O,-6%,4%

canonical_smiles,AID inh,UDG counterscr
CCOCCCN1C(=O)CN(C2CCCCCC2)C(=O)C1c1ccc(OCC)c(OC)c1 (stereo not drawn),7%,-10%
Cc1nc(SCc2ccc(Cl)cc2)c(C#N)c(C)c1Cl,1%,19%
COCCNC(=O)CSc1nc(-c2ccc(F)cc2)[nH]c1-c1ccc(Cl)cc1,-8%,1%
COc1ccc(OC)c(NC(=O)C2=C(C)C(=O)OC23CCN(C(C)C)CC3)c1,95%[activator],-9%
CCOC(=O)CNC(=O)NCC(=O)N1CCc2ccccc21,-5%,5%
COc1ccc(C(=O)Nc2ccc3nc4c(c(Nc5ccc(OC)c(OC)c5)c3c2)CCCC4)c(OC)c1,-24%,-12%
O=S(=O)(c1ccc(-n2cnnn2)cc1)N1CCN(c2cccc(Cl)c2)CC1,9%,-4%[57.5 µM]
COc1ccc(N2CCN(C(=O)c3cccn4c(=O)c5ccc(Cl)cc5nc34)CC2)cc1,13%,-18%

canonical_smiles,AID inh,UDG counterscr
O=CC(Cl)=C(Sc1ccc(Cl)cc1)Sc1ccc(Cl)cc1,-3%,9%
Cc1cccc(C(c2sc3nc(-c4ccco4)nn3c2O)N2CCOCC2)c1 (stereo not drawn),15%,-2%[57.5 µM]
O=C(COc1nc2ccccc2nc1N1CCOCC1)Nc1ccc(F)cc1,1%,-2%
COc1ccc(OC)c(NC(=O)c2nc3ccccc3nc2N2CCCCC2)c1,-16%,-14%
CCOc1ccc(NC(=O)Cn2c(Nc3ccc(F)c(C)c3)nc(C)cc2=O)cc1,-3%,-5%
CC(=O)Nc1ccc(NS(=O)(=O)c2ccc(Cl)s2)cc1,237%[activator],1%
COc1cccc(CNC(=O)C2CCCN(S(=O)(=O)N(C)c3ccc(F)cc3)C2)c1OC (stereo not drawn),-23%,8%
CCOC(=O)C1CCCN(S(=O)(=O)c2ccc3c(c2)N(C)C(=O)CC(=O)N3C)C1 (stereo not drawn),21%,3%

canonical_smiles,AID inh,UDG counterscr
Cc1ccc(C(=O)N/N=C/c2ccc(N(C)C)cc2)cc1,2%,7%
N#CCCN1CCN(C(C(=O)O)c2cn(CCC(=O)O)c3cc(Br)ccc23)CC1 (stereo not drawn),-4%,1%
CCCCn1c(=O)[nH]c(=O)c2c1nc(COC(=O)c1ccc(C)cc1)n2CCC,-21%,7%
CCc1nn(CC(=O)NC2CC2)c(=O)c2cc3ccccc3n12,-8%,3%
CCN(CC)S(=O)(=O)c1cccc(C(=O)Nc2ccccc2C(=O)Nc2ccc(OC)cc2)c1,7%,-1%
COc1ccc2cc(C(C)C(=O)NCc3ccccc3)ccc2c1 (stereo not drawn),6%,7%
CNC(=O)CN1C(=O)COc2ccc(S(=O)(=O)N3CCC(C)CC3)cc21,9%,-4%
Cn1c(=O)c2c(n3c4ccccc4nc13)NC(=O)CC2c1ccccc1F (stereo not drawn),4%,-11%

canonical_smiles,AID inh,UDG counterscr
Cc1cc(F)ccc1NC(=O)CCc1c[nH]c2ccccc12,-2%,-5%
CC(C)Oc1ccc(C(=O)Nc2nnc3n2CCS3)cc1,17%,1%
CCCSc1nc2c(c(=O)[nH]c(=O)n2C)n1Cc1cccc(Br)c1,-13%,-1%
Cc1cc(C)c2c(CC(=O)Nc3ccc(S(=O)(=O)Nc4ncccn4)cc3)coc2c1,-15%,8%
COc1ccc(CN(C(=O)Nc2ccc(C)c(F)c2)C2CCN(C(C)=O)CC2)cc1,-7%,-8%
CCOc1ccc2c(c1)sc1nc(=O)n(-c3ccc(Cl)c(Cl)c3)c(=O)n12,20%,7%
COc1ccc(C)c2sc(NC(=O)c3ccc(S(=O)(=O)N4CCCC4)cc3)nc12,0%,4%
CN(C)c1cc2c(cc1NS(=O)(=O)c1ccccc1)n(C)c(=O)n2C,11%,-8%

canonical_smiles,AID inh,UDG counterscr
O=S(=O)(O)CC(S)CS (stereo not drawn),?,?
Cc1ccc2onc(CNC(=O)Nc3cc(F)ccc3F)c2c1,-3%,2%
COc1cc(NC(=O)Cn2c3c(c(=O)n2-c2ccccc2)Cc2cc(Cl)ccc2O3)cc(OC)c1,-3%,10%
CC(C#N)CN(C)C(=O)CCNC(=O)OCC(F)(F)F (stereo not drawn),-4%,-1%
Cc1ccccc1OCC(=O)Nc1ccccc1OCc1cc(=O)n2ccccc2n1,9%,6%
CC(C)(C)c1ccc(NC(=O)COc2ccccc2C#N)cc1,-23%,-10%
CC(C)C(NC(=O)c1ccoc1)c1ccc(F)cc1 (stereo not drawn),1%,14%
Cc1nc(N2CCN(c3ccccc3F)CC2)[nH]c(=O)c1CCC(C)C,-4%,47%[activator]

canonical_smiles,AID inh,UDG counterscr
CC(NC(=O)C1CCN(C(=O)c2ccc(-n3ccc4ccccc43)s2)CC1)c1ccccc1 (stereo not drawn),-12%,-1%
COc1ccccc1CNC(=O)c1ccc2c(c1)N(Cc1cccc(Cl)c1)C(=O)c1ccccc1S2(=O)=O,3%,1%[57.5 µM]
N#CC1(C#N)[C@H](C(N)=O)[C@H]1c1ccccc1,1%,-5%
Cc1ccc(NC(=O)C2CCCN(c3nnc(-n4c(C)ccc4C)s3)C2)c(C)c1 (stereo not drawn),-7%,-7%
COc1ccc(CNC(=O)Cn2ccc3cc(S(=O)(=O)N4CCCCCC4)ccc32)cc1OC,13%,-11%
O=C(CSc1nnnn1Cc1ccccc1)N1N=C(c2cc3ccccc3o2)CC1c1ccco1 (stereo not drawn),-14%,-5%
OB(O)c1cccc2c1Sc1ccccc1S2,-13%,-11%
O=C(Nc1cccc(C(F)(F)F)c1)Nc1nnc(N2CCCCCC2)s1,-5%,-12%

One compound at a time, from the list above. Values in the order: AID inh | UDG counterscr
O=C(NCc1ccc2c(c1)CCN2C(=O)c1ccc(F)cc1)c1c(F)cccc1F reads 8% | -16%
O=C(CSc1nnnn1Cc1ccccc1)N1N=C(c2cc3ccccc3o2)CC1c1ccco1 (stereo not drawn) reads -14% | -5%
Cc1nc(SCc2ccc(Cl)cc2)c(C#N)c(C)c1Cl reads 1% | 19%
COc1ccc(OC)c(NC(=O)c2nc3ccccc3nc2N2CCCCC2)c1 reads -16% | -14%
Cn1c(N2CCCCC2)nc2c1c(=O)n(Cc1ccccc1F)c(=O)n2C reads -7% | -1%

Additional results.
canonical_smiles,AID inh,UDG counterscr
CCOc1ccc(C(=O)/C=C/c2cccc(O)c2)cc1,-5%,7%
Cc1ccc(NC(=O)[C@@H](c2ccccc2)N2Cc3ccccc3C2=O)cc1,-9%,2%
CC(C)(C)OC(=O)N1CCC(c2c(C(=O)N3CCN(C4CCCCC4)CC3)cnn2-c2cccc(Cl)c2)CC1,?,-18%
COc1cccc(OCc2nc3ccccc3n2CCOc2ccccc2)c1,?,-12%
CCCc1nnc2sc(-c3ccc(CNC(=O)c4ccccc4Br)cc3)nn12,1%,11%
O=C(CSc1nnc2ccc(-c3ccc(F)cc3)nn12)N1CCCc2ccccc21,-23%,-1%
CCNC(=O)c1cccc(NC(=O)c2nn(CC)c(=O)c3ccccc23)c1,1%,10%
Cc1cc(=O)oc2cc(OCC(=O)Nc3nnc(C4CC4)s3)ccc12,-6%,2%

Quoted from the listing:
UDG counterscr with `COc1ccc(CNC(=O)CN2C(=O)CC(c3ccc(C)c(C)c3)=Nc3ccccc32)cc1` → -6%
UDG counterscr with `COc1ccc(OC)c(NC(=O)C2=C(C)C(=O)OC23CCN(C(C)C)CC3)c1` → -9%

Next part.
canonical_smiles,AID inh,UDG counterscr
O=C(CCSCc1cccc(Cl)c1)NCc1ccccc1Cl,?,-6%[57.5 µM]
Cc1ccc(-c2nn(CC(=O)NC3CCCCC3)c3c2cnc2ccccc23)cc1,14%,-12%
O=S(Cc1ccc(Cl)cc1)Cc1ccc(Cl)cc1Cl (stereo not drawn),-13%,-3%
CCCc1ccc(C(=O)O)s1,-6%,-2%
CCN(CC)C(=S)SCC(=O)NC(=O)c1ccc[nH]1,2%,11%
O=C(Nc1cccc2ccccc12)C(C(=O)Nc1cccc2ccccc12)C12CC3CC(CC(C3)C1)C2,-4%,0%
Cc1nc2c(n1O)CCc1c-2no[n+]1[O-],10%,5%
CCOC(=O)c1cccc(NS(=O)(=O)c2cc(-c3cnc(C4CC4)o3)ccc2C)c1,?,-1%

Source: PubChem BioAssay
